Screens: PubChem BioAssay, National Center for Advancing Translational Sciences (NCATS)
Nrf2 activator = activators of Nrf2 (ARE) signaling; Potency, µM (series often up to 46.1 µM), for inactives: top-dose activation, usual class: activators; AREc32 ARE-luciferase reporter (MCF7-derived line), luminescence, 24 h; AID 624171; hit rate 0.31% among 410,000; also: % of control where 0% means no effect; nearly all actives have a fitted effect of over 65% in size
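AREc32 cells carrying an ARE-driven firefly luciferase, 1000 cells/well in OPTI-MEM with 5% FBS, dosed after overnight attachment and incubated 24 hr at 37 deg C. Steady-Glo luminescence read after 30 min at RT.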
A549 viability = kills or reduces viability of A549 cells in Nrf2 counter-screen; A549 ARE-Fluc cells, CellTiter-Fluor viability, 18-24 h; Potency, µM (top dose mostly 46 µM), without a hit: at the top dose activity change, negative = cytotoxicity, hits mostly inhibitors; hit rate 0.16% among 390,000; AID 504648; also: % is scaled to controls: 0 for no effect and ±100 for the full control effect
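Cytotoxicity counterscreen: CellTiter-Fluor fluorescence was measured in A549 ARE_Fluc cells after 18-24 h of compound exposure in a concentration series. The subsequent BugLite luminescent read reports ARE-luciferase activity.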
TGFb SMAD3 inh = blocks TGF-b signaling; HepG2 CAGA-GFP TGF-b/SMAD3 reporter, GFP fluorescence, 18 h; TGF-beta stimulated, 500 pg/mL final; Potency, µM (series often up to 46.1 µM), without a hit: at the highest dose activity, negative = inhibition, hits mostly inhibitors; hit rate 1.2% among 410,000; AID 588855; also: % is scaled to controls: 0 for no effect and ±100 for the full control effect; nearly all actives have a fitted effect of over 65% in size
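HEPG2 CAGA-GFP reporter cells (1000/well, DMEM with 1% FBS) received compounds, then recombinant TGF-beta at 500 pg/mL final for 18 hours at 37 degrees C. Per-cell GFP summed per well was normalised to unstimulated and stimulated DMSO controls before curve fitting.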
EPAC2 antag = blocks human EPAC2 exchange factor; Q8WZA2; EPAC2 GEF exchange of Rap1B-BODIPY-GDP, fluorescence; Potency, µM (highest dose often 114 µM), for the others: at the highest dose activity, negative = inhibition, usual class: inhibitors; hit rate 0.18% among 360,000; also: % is scaled to controls: 0 for no effect and ±100 for the full control effect; nearly all actives have a fitted effect of over 45% in size; many of its hits are not listed in these tables
Target sequence (Q8WZA2 whole entry, looked up): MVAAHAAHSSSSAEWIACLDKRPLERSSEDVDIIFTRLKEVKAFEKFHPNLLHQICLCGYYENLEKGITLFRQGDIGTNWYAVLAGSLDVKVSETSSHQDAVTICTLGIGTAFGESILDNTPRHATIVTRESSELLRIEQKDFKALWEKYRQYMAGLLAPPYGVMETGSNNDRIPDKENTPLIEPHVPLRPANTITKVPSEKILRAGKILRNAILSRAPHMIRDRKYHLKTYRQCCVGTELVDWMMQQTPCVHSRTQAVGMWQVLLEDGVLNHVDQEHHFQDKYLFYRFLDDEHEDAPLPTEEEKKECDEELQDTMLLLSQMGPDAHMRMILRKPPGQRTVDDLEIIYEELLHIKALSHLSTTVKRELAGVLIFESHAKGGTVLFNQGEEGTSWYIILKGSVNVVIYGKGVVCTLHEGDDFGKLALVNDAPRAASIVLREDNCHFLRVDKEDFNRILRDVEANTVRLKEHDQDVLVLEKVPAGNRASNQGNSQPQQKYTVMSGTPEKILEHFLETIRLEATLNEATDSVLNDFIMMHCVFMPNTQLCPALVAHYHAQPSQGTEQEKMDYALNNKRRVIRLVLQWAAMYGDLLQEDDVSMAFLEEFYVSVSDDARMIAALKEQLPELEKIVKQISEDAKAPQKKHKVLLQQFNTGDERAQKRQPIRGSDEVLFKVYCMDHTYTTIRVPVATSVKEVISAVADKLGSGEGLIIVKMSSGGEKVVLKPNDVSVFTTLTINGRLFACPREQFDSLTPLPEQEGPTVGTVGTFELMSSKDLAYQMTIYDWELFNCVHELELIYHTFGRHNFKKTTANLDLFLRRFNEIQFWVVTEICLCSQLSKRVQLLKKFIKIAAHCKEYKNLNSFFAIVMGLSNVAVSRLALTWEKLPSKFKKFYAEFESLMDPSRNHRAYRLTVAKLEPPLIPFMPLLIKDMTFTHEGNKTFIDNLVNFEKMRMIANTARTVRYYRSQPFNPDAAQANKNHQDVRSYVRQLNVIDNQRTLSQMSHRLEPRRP
ATXN2 expr inh = reduces ATXN2 reporter expression in HEK-293 cells; Potency, µM (top dose mostly 57 µM), for the others: at the top dose activity change, negative = inhibition, actives largely listed as inhibitors; AID 1745845; HEK-293 ATXN2-luciferase reporter, luminescence, 24 h; hit rate 0.72% among 360,000; also: % is scaled to controls: 0 for no effect and ±100 for the full control effect; nearly all actives have a fitted effect of over 55% in size
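qHTS (up to 57 uM final) was run with 24 h compound exposure of reporter cells at 37 °C. Each well was multiplexed: SteadyGlo luminescence measured ATXN2-luciferase expression after a fluorogenic Gly-Phe-AFC viability readout (25 uM final).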
Nrf2 block = inhibitors of Nrf2 signaling; hit rate 2.1% among 360,000; A549 ARE-Fluc reporter, luciferase luminescence, 18-24 h; Potency, µM (top dose mostly 46 µM), for the others: top-dose activity change, negative = inhibition, actives largely listed as inhibitors; also: % is scaled to controls: 0 for no effect and ±100 for the full control effect; nearly all actives have a fitted effect of over 60% in size
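A549 ARE_Fluc cells, 5000/well, 5% FBS OPTI-MEM; compounds in dose-response, 18-24 h at 37 °C/5% CO2; CellTiter-Fluor viability read (Ex 405/Em 525), then BugLite luciferase luminescence = Nrf2 activity.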
ATXN viability = reduces viability in counter-screen for ATXN expression inhibitors; S2 cells (HEK-293 line with an ATXN2-luciferase reporter) viability, CellTiter-Fluor protease fluorescence, 24 h; Potency, µM (series often up to 56.7 µM), most hits filed as cytotoxic; hit rate 0.49% among 400,000; also: nearly all actives have a fitted effect of over 40% in size
MCF10A rerep = inducers of DNA re-replication in MCF 10A breast cells; MCF 10A DNA re-replication, Hoechst nuclear intensity, 48 h; Potency, µM (doses to about 46.1 µM), for the others: at the highest dose activity, positive = re-replication, most hits filed as activators; hit rate 2.9% among 350,000; also: % of control where 0% means no effect; nearly all actives have a fitted effect of over 50% in size
HepG2 viability = HepG2 cytotoxicity, counter-screen for TGF-b inhibitors | Potency, µM (titrated, usually from 46.1 µM), inactives show top-dose activity change, negative = cytotoxicity, usual class: cytotoxic | HepG2 CAGA-GFP viability, ATP luminescence, 18 h | hit rate 0.76% among 410,000; also: some results filed as inactive show a strong effect at the top dose
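HepG2 CAGA-GFP cells (1000/well, DMEM with 1% FBS) received compound, then TGF-beta at 500 pg/mL final, and were incubated 18 hours at 37 degrees C. Viability was read by CellTiter-Glo luminescence. Media-only wells were set as complete cell-killing and DMSO as no toxicity.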
The depositor's hits bear a star; i = inactive; u = inconclusive; x = not tested or not shown; [ ] = another dose, or the depositor's remark. Calls follow the shape of the dose curve; as a rule, active = well fitted curve in the direction sought with a large enough effect; inconclusive = small, poorly fitted or top-dose-only effect, or another doubt; inactive = no such curve, though single readings can be large; an effect the other way counts as inactive or inconclusive. Potency is read from the fitted curve at half-maximal effect. A portion of the library; rates above refer to the full screens.

canonical_smiles,Nrf2 activator,A549 viability,TGFb SMAD3 inh,EPAC2 antag,ATXN2 expr inh,Nrf2 block,ATXN viability,MCF10A rerep,HepG2 viability
COc1ccc(C(O)c2nc(-c3ccc4c(c3)OCO4)cs2)cc1 (configuration not stated),4.2%,x,2%,-21%,-8%,x,u,x,-24%
CCC(=O)N1CCC2(CC1)Oc1ccc(F)cc1C(=O)C21CC(c2cccnc2)=NO1 (configuration not stated),-0.3%,-4%,-2%,-22%,-1%,12%,i,-2%,-1%
COc1ccc(-c2c(-c3cc(OC)cc(OC)c3)n(C)c3ccc(-c4ccc(OC)cc4F)cc23)cc1,-1.7%,12%,3%,2%,-13%,1%,i,28%,-6%
Cc1ccc(N2CC(C(=O)Nc3nc4ccc(S(C)(=O)=O)cc4s3)CC2=O)cc1C (configuration not stated),1.1%,1%,2%,-10%,-25%,u,i,2%,-23%
O=C(NCc1nnc(SCC(=O)N2CCCC2)o1)c1ccccc1F,0.0%,-4%,0%,6%,2%,14%,i,25%,1%
COc1cc2c(cc1O)[C@@H]1Cc3cc(O)c(OC)cc3[C@H](C2)N1C,0.3%,1%,5%,-7%,-10%,-1%,i,4%,-25%
CCOc1ccc(-n2nc(C(=O)N3CCN(CC)CC3)c3ccccc3c2=O)cc1,-0.8%,3%,-9%,11%,0%,8%,i,1%,-3%
Nc1ccc2oc(-c3cccc4ccccc34)nc2c1,0.8%,2%,u,-1%,-22%,-10%,i,u,-30%
CCN(CC)CCNC(=O)c1ccc(Cn2c(=O)c3cccn3c3cccnc32)cc1,8.2%,-5%,x,x,x,22%,x,x,-7%
CCOC(=O)c1c(C)[nH]c(C(=O)COC(=O)CNC(=O)c2ccc(Cl)cc2Cl)c1C,3.6%,3%,2%,13%,5%,u,i,6%,0%
CCCCCn1c(CNC(=O)CC)nc2ccccc21,0.4%,-3%,-6%,-6%,0%,-1%,i,-2%,-12%
O=C1/C(=C/c2ccc(F)cc2)SC(=S)N1CCCC(=O)N1CCCCC1CCO (configuration not stated),3.8%,u,u,2%,u,u,u,u,-3%
Cc1ccc(C(=O)OCC(=O)Nc2ccccc2)cc1S(=O)(=O)N1CCCCC1,0.0%,-3%,-9%,-8%,0%,-4%,i,13%,3%
O=C(COC(=O)CNS(=O)(=O)c1ccc(Br)cc1Cl)NC1CC1,0.4%,3%,-16%,11%,7%,-5%,i,-1%,6%
O=C(NCCc1nnc2ccc(N3CCCCCC3)nn12)c1ccccc1,-0.8%,-4%,-3%,-1%,-2%,-10%,i,0%,-23%
CCN(CC)/C(Sc1ccccc1)=C(/C(Cl)=C(Cl)Cl)[N+](=O)[O-],8.6%,-9%,-1%,-11%,4%,15%,i,-12%,-2%
O=C(CNS(=O)(=O)c1cccs1)NCCc1ccc(Cl)cc1,0.0%,0%,17%,-6%,-10%,3%,i,20%,2%
CCCCOC(=O)c1ccc(OC(=O)c2cccnc2)cc1,3.3%,-4%,-3%,-4%,18%,-12%,i,2%,-25%
Clc1cccc(NCc2nnc(SCc3ccccc3)o2)c1,0.1%,-7%,-4%,-4%,-12%,14%,i,11%,-6%
Cc1cccc([C@@H]2[C@@H]3C(=O)N(Cc4ccccc4)C(=O)[C@@H]3[C@]3(Cc4ccccc4)C(=O)N(c4ccc(C(F)(F)F)cc4)C(=O)N23)c1,-0.2%,0%,-32%,15%,5%,15%,i,-6%,-24%
COCC1CCN(C(=O)c2cc(COc3ccc(-n4cncn4)cc3)on2)CC1,-0.7%,2%,0%,1%,-3%,10%,i,-1%,3%
O=C(CCCc1ccccc1)NCc1ccc(Cl)cc1,0.0%,1%,4%,-6%,11%,-5%,i,2%,-5%
OC(c1cccc(CN2CCCCC2)c1)c1ncc(-c2ccccc2Cl)[nH]1 (configuration not stated),5.3%,x,18%,4%,13%,x,i,x,-13%
O=C1c2ccccc2C(=O)N1c1cc([N+](=O)[O-])ccn1,0.7%,1%,9%,-2%,-3%,-4%,i,-2%,6%
FC(F)(F)c1ccccc1NC(=S)Nc1cccc(Cl)c1,-0.4%,1%,39%[activator],2%,-26%[11.3 µM],-25%,i,-7%,19%

The list goes on, starting with the last three of the part before.
canonical_smiles,Nrf2 activator,A549 viability,TGFb SMAD3 inh,EPAC2 antag,ATXN2 expr inh,Nrf2 block,ATXN viability,MCF10A rerep,HepG2 viability
OC(c1cccc(CN2CCCCC2)c1)c1ncc(-c2ccccc2Cl)[nH]1 (configuration not stated),5.3%,x,18%,4%,13%,x,i,x,-13%
O=C1c2ccccc2C(=O)N1c1cc([N+](=O)[O-])ccn1,0.7%,1%,9%,-2%,-3%,-4%,i,-2%,6%
FC(F)(F)c1ccccc1NC(=S)Nc1cccc(Cl)c1,-0.4%,1%,39%[activator],2%,-26%[11.3 µM],-25%,i,-7%,19%
COc1ccc(C(=O)Cn2c(=O)n3nc(CCn4nc(C)cc4C)nc3c3cc(OC)c(OC)cc32)cc1,0.2%,-11%,-12%,x,x,x,x,x,-17%
CC(=O)N[C@@H](C)C(=O)OC(C)C(=O)Nc1cccc([N+](=O)[O-])c1 (some centres not stated),1.8%,15%,5%,-4%,4%,4%,i,2%,-17%
Clc1ccc(OCCCn2ccnc2)c(Br)c1,2.6%,0%,-7%,11%,-22%,-9%,u,14%,-37%
CCC(C)N1CCN(S(=O)(=O)Cc2ccccc2)CC1 (configuration not stated),0.3%,2%,-23%,5%,-5%,15%,i,0%,-9%
O=C(COC(=O)c1ccccc1F)NC(=O)NC1CCCC1,-0.3%,1%,5%,0%,-7%,14%,i,0%,0%
O=[N+]([O-])c1ccc(CNC2CCCc3ccccc32)cc1 (configuration not stated),-0.1%,0%,2%,-5%,-14%,-3%,i,11%,-21%
COc1cc2c(cc1OC)CN(C(=O)COc1ccc(C)c(C)c1)CC2,-0.6%,-3%,-14%,-2%,-10%,u,i,6%,-17%
S=C1NCCOCCNC(=S)NCCOCCOCCN1,0.2%,0%,-17%,7%,x,-23%,i,11%,-9%
CCN1CCN(c2ccc(S(=O)(=O)N3CCOCC3)cc2NC(=O)c2cccc([N+](=O)[O-])c2)CC1,2.5%,1%,15%,-2%,-6%,13%,i,-16%,4%
CCOc1cc(/C=N/NC(=O)c2nnn(-c3nonc3N)c2C)ccc1OCc1ccc(F)cc1,2.9%,-10%,0%,3%,-27%,-26%,i,7%,7%
CCOC(=O)C1CCN(c2c(Nc3cc(C)cc(C)c3)c(=O)c2=O)CC1,-0.3%,-4%,0%,1%,-17%,3%,u,19%,-7%
Cc1cc(SCC(=O)OC/C(O)=C(\C#N)c2nc3ccccc3[nH]2)c(C)cc1Br,13%,-12%,2%,2%,u,u,i,11%,-7%
COc1ccc(C(=O)OCc2cc3cccc(C)c3[nH]c2=O)cc1,0.4%,-8%,2%,6%,3%,6%,i,-7%,14%
COc1ccc(Cl)cc1N(C)C(=O)C(=O)Nc1ccc2nc3n(c(=O)c2c1)CCCCC3,4.8%,7%,12%,x,-9%,-16%,i,x,-3%
COCCNC(=O)CCCn1c(=O)c2ccccc2n(Cc2ccccc2C#N)c1=O,0.3%,0%,0%,6%,0%,-19%,i,0%,11%
CC(C(=O)Nc1ccccc1-c1ccccc1)N1CCN(C(=O)c2ccccc2)CC1 (configuration not stated),0.3%,2%,-3%,u,-28%,u,i,16%,-39%
COc1cc(S(=O)(=O)N2CCOCC2)ccc1NC(=O)COC(=O)C12CC3CC(CC(C3)C1)C2,-0.6%,-2%,6%,-7%,2%,10%,i,10%,-10%
COC(=O)c1ccc2c(=O)n(CCCCCC(=O)N3CCN(c4cc(C)ccc4C)CC3)c(=O)[nH]c2c1,3.5%,u,u,x,x,x,x,x,-18%
Cc1nc2sc(C(c3ccc(F)cc3)N3CCOCC3)c(O)n2n1 (configuration not stated),0.4%,5%,-1%,4%,-8%,-6%,i,u,-8%
COc1ccccc1-c1ccc(/C=N/O)o1,-0.1%,8%,-9%,0%,-19%,-13%,i,-4%,-21%
COCCOC(=O)C1=C(C)NC(=O)NC1c1cccc2ccccc12 (configuration not stated),0.1%,-12%,12%,11%,x,-15%,i,-1%,10%
Cc1cccc(N2CCN(C(=O)C3CCCN(S(=O)(=O)c4cccc5nsnc45)C3)CC2)c1C (configuration not stated),0.2%,2%,-26%,x,-3%,u,i,x,-25%
O=C(NCC(c1cccs1)N1CCOCC1)c1ccc(Br)o1 (configuration not stated),-1.7%,u,2%,16%,-9%,x,i,u,7%
CC(C)(CNC(=O)CO/N=C1/C=C2CCC3C(C(O)C[C@@]4(C)C3CC[C@]4(O)C(=O)CO)[C@@]2(C)CC1)C(O)C(=O)O (some centres not stated),0.3%,-3%,14%,6%,x,1.8µM*,i,u,-11%
COc1ccc(/C=C/C(=O)O)cc1S(=O)(=O)NC1CCS(=O)(=O)C1 (configuration not stated),0.3%,-7%,74%[activator],18%,-4%,10%,i,-9%,11%
O=C1CCC2(CCCCC2)N1,1.0%,8%,-2%,14%,18%,7%,i,-6%,-1%
CC(C)NC(=O)c1ccccc1NC(=O)CS(=O)(=O)Cc1ccccc1,-0.5%,-3%,1%,3%,-9%,x,i,-5%,-5%
CCOC(=O)c1cnc(SC)nc1Sc1ccccc1Cl,-0.6%,-3%,0%,-4%,-4%,x,i,u,-3%
COc1cccc(C(=O)NCC(=O)NNc2ncnc(N)c2[N+](=O)[O-])c1,1.6%,-6%,4%,3%,30%,2%,i,-10%,2%
Cc1nc2sc(C(c3cccs3)N3CCN(Cc4ccccc4)CC3)c(O)n2n1 (configuration not stated),-0.4%,-11%,1%,11%,-2%,-43%,i,-8%,-22%
